ALOX12 inh: blocks human arachidonate 12S-lipoxygenase; P18054; purified 12hLO, xylenol orange hydroperoxide absorbance; Potency, µM (top dose mostly 108 µM), for inactives: at the top dose activity change, negative = inhibition, hits mostly inhibitors; hit rate 1.1% among 580,000; AID 1671190; also: potency is read from the fitted curve at half-maximal effect; % is scaled to controls: 0 for no effect and ±100 for the full control effect
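Purified human 12hLO (150 nM final) in 25 mM Hepes, 0.01% Triton X-100, pH 7.0 was preincubated 15 min at room temperature with compound. Then 40 uM arachidonic acid was added, 30 min. Hydroperoxide was read by Fe-XO absorbance ratio 573/405 nm.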
Pol iota inh: blocks human DNA polymerase iota activity; Q9UNA4; Pol iota fluorescent replication assay, 10 min; Potency, µM (titrated, usually from 115 µM), inactives show at the highest dose activity, negative = inhibition, hits mostly inhibitors; hit rate 1% among 390,000; AID 588590; also: potency is read from the fitted curve at half-maximal effect
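Pol iota at 10 nM preincubated 15 min with compounds at room temperature; reaction started with fluorescent substrate, 50 nM final. Fluorescence read kinetically at 0 and 10 min; buffer-only wells as negative control.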
BLM helicase inh: inhibitors of human Bloom syndrome helicase BLM | AID 2528 | hit rate 0.2% among 350,000 | recombinant BLM DNA unwinding, fluorescence dequenching | Potency, µM (doses to about 56.1 µM), for the others: top-dose activity change, negative = inhibition, usual class: inhibitors | P54132;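 also: potency is read from the fitted curve at half-maximal effect; plate controls were vehicle for no effect and no enzyme for full effect; nearly all actives have a fitted effect of over 35% in size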
Pol beta inh: DNA polymerase beta (human) inhibition; AID 485314; hit rate 1.3% among 340,000; Pol beta primer extension/strand displacement, fluorescence kinetic; Potency, µM (series often up to 114 µM), inactives show at the highest dose activity change, negative = inhibition, actives largely listed as inhibitors; P06746; also: potency is read from the fitted curve at half-maximal effect; % is scaled to controls: 0 for no effect and ±100 for the full control effect
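Kinetic readout of DNA synthesis with strand displacement by Pol beta. Compound and 10 nM enzyme sit 15 min at room temperature; 50 nM substrate starts the reaction, read immediately and at 10 min.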
TRHR agonist: activates the human TRH receptor; P34981; TRHR cells, calcium flux fluo-8, FDSS agonist mode; activation, % at 2 µM; hit rate 0.18% among 360,000; AID 493084; in the data active = activation above about 30%; also: 0% is about no effect
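TRHR-expressing cells loaded with fluo-8 calcium dye; 23 nL library compound pin-transferred, kinetic FDSS fluorescence (Ex 480/Em 530) recorded about 180 s for agonist-induced calcium release, before a 10 nM TRH EC20 addition for potentiator mode.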
APEX1 inh: APE1 (human) endonuclease inhibition | P27695 | recombinant APE1, TAMRA/BHQ-2 abasic DNA cleavage fluorescence | Potency, µM (series often up to 65.8 µM), for the others: top-dose activity change, negative = inhibition, hits mostly inhibitors | hit rate 0.35% among 350,000;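 also: potency is read from the fitted curve at half-maximal effect; plate controls were vehicle for no effect and reference inhibitor for full effect; nearly all actives have a fitted effect of over 55% in size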
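Substrate: short duplex with […] THF abasic site, 5'-TAMRA and 3'-BHQ-2, 50 nM final. APE1 at 0.75 nM, preincubated 15 min RT with compound. Fluorescence increase from first to third read measured activity.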
Apoferritin bind: candidate novel general anesthetic via apoferritin binding | AID 485281 | hit rate 0.074% among 350,000 | apoferritin/1-aminoanthracene competitive binding, fluorescence | Potency, µM (top dose mostly 77.5 µM), inactives show at the highest dose activity change, negative = displacement, actives largely listed as inhibitors; also: potency is read from the fitted curve at half-maximal effect; % is scaled to controls: 0 for no effect and ±100 for the full control effect; nearly all actives have a fitted effect of over 20% in size
Target sequence (P02791 2-175 limits assumed): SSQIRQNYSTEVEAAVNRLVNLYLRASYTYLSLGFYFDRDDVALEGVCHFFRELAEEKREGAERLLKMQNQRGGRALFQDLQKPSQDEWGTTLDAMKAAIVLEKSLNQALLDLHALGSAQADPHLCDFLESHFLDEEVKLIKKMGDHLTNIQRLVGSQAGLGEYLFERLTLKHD
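Horse-spleen apoferritin (10 uM) in 50% saturated 1-aminoanthracene in PBS was incubated 10 min at room temperature with compound. Fluorescence (ex 380, em 535 nm) was normalized to free and bound 1-AMA, with concentration-response fitted by a four-parameter Hill equation.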
ERG-DNA inh: blocks human ERG Ets domain binding to DNA. P11308. fluorescence polarization, His-ERG Ets domain / labelled DNA. Potency, µM (highest dose often 76.9 µM), for the others: top-dose FP activity, negative = inhibition, most hits filed as inhibitors. hit rate 0.028% among 370,000. AID 624246; active = well fitted inhibition curve with a large enough effect in the polarisation, with a control signal flat; inconclusive = small, poorly fitted or top-dose-only effect, or effect the other way, or a change in a side signal; inactive = no such curve, though single readings can be large or run the other way; the % refers to the polarisation;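 also: polarization taken with two DNA probes labelled with fluorescein and Texas red; potency is read from the fitted curve at half-maximal effect; % of control where 0% means no effect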
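His-tagged ERG Ets domain (1 uM in the protein solution; 300mM KCl, 50mM Tris-HCl, 1mM EDTA, 1mM DTT, pH 7.5) received compound, then a probe mix of 5 nM fluorescein-DNA and 100nM Texas-615-DNA. Fluorescence polarization was read for both dyes.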
POLK inh: inhibitors of human DNA polymerase kappa | Potency, µM (top dose mostly 107 µM), for the others: top-dose activity, negative = inhibition, most hits filed as inhibitors | purified Pol kappa, fluorescent DNA synthesis assay, 10 min | hit rate 0.53% among 400,000 | Q9UBT6; also: potency is read from the fitted curve at half-maximal effect; % is scaled to controls: 0 for no effect and ±100 for the full control effect
Target sequence (Q9UBT6 whole entry, looked up): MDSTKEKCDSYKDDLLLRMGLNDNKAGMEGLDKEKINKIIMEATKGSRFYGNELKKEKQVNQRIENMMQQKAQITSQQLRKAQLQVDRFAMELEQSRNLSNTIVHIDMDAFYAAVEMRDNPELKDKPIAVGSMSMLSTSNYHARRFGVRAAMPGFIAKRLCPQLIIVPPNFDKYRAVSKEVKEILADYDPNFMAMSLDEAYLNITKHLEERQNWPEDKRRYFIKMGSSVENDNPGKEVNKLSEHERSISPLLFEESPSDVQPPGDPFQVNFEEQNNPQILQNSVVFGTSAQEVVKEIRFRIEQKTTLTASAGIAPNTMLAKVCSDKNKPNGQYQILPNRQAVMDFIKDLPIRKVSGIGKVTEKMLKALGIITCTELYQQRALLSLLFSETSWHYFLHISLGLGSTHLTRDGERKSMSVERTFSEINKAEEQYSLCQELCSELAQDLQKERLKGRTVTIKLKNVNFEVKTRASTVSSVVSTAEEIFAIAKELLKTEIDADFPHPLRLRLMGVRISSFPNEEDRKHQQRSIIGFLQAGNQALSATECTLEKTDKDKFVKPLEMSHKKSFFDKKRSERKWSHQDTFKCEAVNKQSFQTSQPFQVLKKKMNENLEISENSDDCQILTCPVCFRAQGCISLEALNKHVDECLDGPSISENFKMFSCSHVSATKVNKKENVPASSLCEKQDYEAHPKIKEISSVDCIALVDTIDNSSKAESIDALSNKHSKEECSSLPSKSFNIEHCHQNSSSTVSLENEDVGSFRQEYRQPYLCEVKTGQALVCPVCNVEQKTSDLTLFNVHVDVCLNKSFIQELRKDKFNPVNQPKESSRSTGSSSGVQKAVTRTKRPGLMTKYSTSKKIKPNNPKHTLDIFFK
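10 nM Pol kappa was preincubated with compounds for 15 min at room temperature. Reaction started with 50 nM (final) substrate. Fluorescence read kinetically at 0 and 10 min.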
Starred values were filed as active, the others as inactive; [ ] = another dose, or the depositor's remark. Unless noted, calls follow the shape of the dose curve; as a rule, active = well fitted curve in the direction sought with a large enough effect; inconclusive = small, poorly fitted or top-dose-only effect, or another doubt; inactive = no such curve, though single readings can be large; an effect the other way counts as inactive or inconclusive. These rows are one share of the data (hit frequency here may not be typical).

O=C(NCC(c1cccs1)S(=O)(=O)c1cccs1)c1ccccc1 (configuration not stated) was read as ALOX12 inh -15%, Pol iota inh 45%[activator], BLM helicase inh -1%, Pol beta inh -8%, TRHR agonist 0.1, Apoferritin bind 8%, ERG-DNA inh -2% and POLK inh -5%[60.1 µM].
`COc1cc(/C=C/C(=O)OCC(=O)NNC(=O)c2cc(Cl)ccc2OC)ccc1O` gave ALOX12 inh 6%, Pol iota inh 21%, APEX1 inh -15%, ERG-DNA inh -18% and POLK inh 0%.
CC1CCc2c(sc3ncnc(SCC(=O)N(C)C4CCS(=O)(=O)C4)c23)C1 (configuration not stated) was read as ALOX12 inh 22%, Pol iota inh -12%, APEX1 inh -8%, ERG-DNA inh -14% and POLK inh 10%.
For Cn1c(=O)c2c(SCC(N)=O)nc(CC(C)(C)C)nc2n(C)c1=O the results were ALOX12 inh 21%, Pol iota inh 7%, BLM helicase inh 4%, Pol beta inh -12%, TRHR agonist 0.3, APEX1 inh -3%, Apoferritin bind 2%, ERG-DNA inh 12% and POLK inh 15%.
Screening CCOCCCNC(=O)c1cnc2sc(N3CCCCCC3)nn2c1=O returned ALOX12 inh -5%, Pol iota inh 4%, BLM helicase inh 1%, Pol beta inh 14%, TRHR agonist 0.5, Apoferritin bind 1%, ERG-DNA inh -1% and POLK inh -1%.
Cc1cnc(C(=O)OCC(=O)N2CCc3ccccc3C2)cn1 was read as ALOX12 inh -25%, Pol iota inh 0%, BLM helicase inh -1%, Pol beta inh -13%, TRHR agonist 0.1, APEX1 inh 0%, Apoferritin bind -11%, ERG-DNA inh -1% and POLK inh -3%.
For Cc1ccccc1OCc1nnc(SCC(=O)O)n1Cc1ccccc1 the results were ALOX12 inh inconclusive, Pol iota inh -1%, BLM helicase inh 0%, Pol beta inh -24%, TRHR agonist -0.1, APEX1 inh -2%, Apoferritin bind -4%, ERG-DNA inh 7% and POLK inh -5%.
For Nc1cc(=O)[nH]c(=S)n1-c1ccccc1 the results were ALOX12 inh -15%, Pol iota inh 10%, BLM helicase inh -1%, Pol beta inh -1%, TRHR agonist -0.1, APEX1 inh 0%, Apoferritin bind 1%, ERG-DNA inh 7% and POLK inh -28%.
For COc1ccc(-n2c(=O)c3ccccc3n(CC(=O)Nc3cc(C)on3)c2=O)cc1OC the results were ALOX12 inh 0%, Pol iota inh 11%, BLM helicase inh 1%, Pol beta inh -1%, TRHR agonist 0.4, APEX1 inh 20%, Apoferritin bind 5%, ERG-DNA inh 1% and POLK inh -6%.
Screening COc1ccc(C(=O)N2CCC(N3CCN(c4ccccc4)CC3)CC2)cc1OC returned ALOX12 inh -20%, Pol iota inh 19%, BLM helicase inh -5%, Pol beta inh 4%, TRHR agonist -1.0, APEX1 inh -1%, Apoferritin bind 0%, ERG-DNA inh -3% and POLK inh -5%.
Screening CCCC(=O)N1CCc2cc(-c3nc(N)sc3C)ccc21 returned ALOX12 inh -10%, Pol iota inh -2%, BLM helicase inh 2%, Pol beta inh -1%, TRHR agonist -0.5, APEX1 inh -4%, Apoferritin bind -20%, ERG-DNA inh -10% and POLK inh -13%.
Screening CCOc1ccc(S(=O)(=O)N2CCC(C(=O)NCc3ccccn3)CC2)cc1 returned ALOX12 inh 0%, Pol iota inh 82%[activator], BLM helicase inh 1%, Pol beta inh 18%, TRHR agonist 0.1, APEX1 inh -7%, Apoferritin bind -8%, ERG-DNA inh 0% and POLK inh 0%.

Pulled by structure from above:
Cc1cnc(C(=O)OCC(=O)N2CCc3ccccc3C2)cn1 was read as ALOX12 inh -25%, Pol iota inh 0%, BLM helicase inh -1%, Pol beta inh -13%, TRHR agonist 0.1, APEX1 inh 0%, Apoferritin bind -11%, ERG-DNA inh -1% and POLK inh -3%.
For Cc1ccccc1OCc1nnc(SCC(=O)O)n1Cc1ccccc1 the results were ALOX12 inh inconclusive, Pol iota inh -1%, BLM helicase inh 0%, Pol beta inh -24%, TRHR agonist -0.1, APEX1 inh -2%, Apoferritin bind -4%, ERG-DNA inh 7% and POLK inh -5%.

Later entries:
CCOC(=O)CN1NC2(CCC(C)CC2)NC1=S (configuration not stated) was read as ALOX12 inh inconclusive, Pol iota inh 14%, BLM helicase inh -1%, Pol beta inh 2%, TRHR agonist 1.3, APEX1 inh 4%, Apoferritin bind -15%, ERG-DNA inh 1% and POLK inh 5%.
Screening Cc1cccc(-n2c(O)c(C=NCc3ccccn3)c3ccccc3c2=O)c1 returned ALOX12 inh 7%, Pol iota inh -3%, BLM helicase inh 0%, Pol beta inh 0%, TRHR agonist 0.7, APEX1 inh 2%, Apoferritin bind -15%, ERG-DNA inh 2% and POLK inh -20%.
Screening Cc1c(C(=O)N(Cc2ccccc2F)C2CCS(=O)(=O)C2)oc2ccc(F)cc12 (configuration not stated) returned ALOX12 inh -11%, Pol iota inh 15%, BLM helicase inh 0%, Pol beta inh 22%, TRHR agonist 1.0, Apoferritin bind -7%, ERG-DNA inh -4% and POLK inh 13%.
COCCSc1nnc(NC(=O)Cc2cccs2)s1 was read as ALOX12 inh inconclusive, Pol iota inh inconclusive, BLM helicase inh -11%, Pol beta inh -39%, TRHR agonist -0.7, APEX1 inh 2%, Apoferritin bind 3%, ERG-DNA inh 3% and POLK inh 0%.
For Cc1ccc(C(=O)NC2CCN(Cc3ccccc3)CC2)cc1S(=O)(=O)N1CCOCC1 the results were ALOX12 inh 5%, Pol iota inh -20%, TRHR agonist -1.6, APEX1 inh -2%, ERG-DNA inh -2% and POLK inh -8%.
For COc1ccc([N+](=O)[O-])cc1NS(=O)(=O)c1cc(C(=O)NCc2cccnc2)ccc1Cl the results were ALOX12 inh inconclusive, Pol iota inh -9%, TRHR agonist 0.0, APEX1 inh 44%[activator], ERG-DNA inh 13% and POLK inh -22%.
Cc1c(Cl)cccc1NC(=S)N(C)CCC#N was read as ALOX12 inh -10%, Pol iota inh 36%[activator], BLM helicase inh -1%, Pol beta inh -8%, TRHR agonist -0.3, APEX1 inh -3%, Apoferritin bind -7%, ERG-DNA inh 3% and POLK inh -7%.
`CC(=O)Nc1ccc2nc(NC(=O)COc3ccccc3C)sc2c1` gave ALOX12 inh 9%, Pol iota inh 73%[activator], BLM helicase inh -10%, Pol beta inh -27%, TRHR agonist -0.2, APEX1 inh -10%, Apoferritin bind 6%, ERG-DNA inh 9% and POLK inh -1%.
O=C(CCc1ccccc1Cl)Nc1ccc(S(=O)(=O)Nc2nccs2)cc1 was read as ALOX12 inh inconclusive, Pol iota inh 41%[activator], TRHR agonist 0.5, APEX1 inh -15%, ERG-DNA inh 2% and POLK inh -8%.
For CCC(C(=O)O)n1c(C(F)(F)F)nc2ccccc21 (configuration not stated) the results were ALOX12 inh inconclusive, Pol iota inh 11%, BLM helicase inh -1%, Pol beta inh 4%, TRHR agonist 0.9, APEX1 inh 6%, Apoferritin bind 1%, ERG-DNA inh -5% and POLK inh 1%.
Screening CN(C)CCN(Cc1ccco1)C(=O)c1oc2ccccc2c1NC(=O)c1ccccc1 returned ALOX12 inh 4%, Pol iota inh -17%, BLM helicase inh 25%, Pol beta inh 9%, TRHR agonist 1.5, Apoferritin bind -20%, ERG-DNA inh -2% and POLK inh -9%.
For CCOc1ccccc1-c1noc(CSc2nnc(-c3ccccc3)n2-c2ccc(F)cc2)n1 the results were ALOX12 inh 2%, Pol iota inh -11%, BLM helicase inh 1%, Pol beta inh -1%, TRHR agonist -1.0, Apoferritin bind 43%[activator], ERG-DNA inh 2% and POLK inh 13%.
For COc1ccc(/C=C(/NC(=O)c2ccc(OC)c(OC)c2)C(=O)NCCCn2ccnc2)cc1 the results were ALOX12 inh 1%, Pol iota inh 10%, BLM helicase inh 2%, Pol beta inh 2%, TRHR agonist 0.3, APEX1 inh 17%, Apoferritin bind -7%, ERG-DNA inh 0% and POLK inh -11%.
For COCCn1c(CCC(=O)O)ccc1-c1cccs1 the results were ALOX12 inh -2%, Pol iota inh -15%, BLM helicase inh -1%, Pol beta inh 16%, TRHR agonist -0.2, APEX1 inh -4%, Apoferritin bind 6%, ERG-DNA inh 12% and POLK inh -12%.
Cc1ccc(C)c(NC(=O)c2ccc3c(c2)N(Cc2ccc(F)cc2)C(=O)CS3=O)c1 (configuration not stated) was read as ALOX12 inh -34%, Pol iota inh inconclusive, BLM helicase inh -3%, Pol beta inh 0%, TRHR agonist 0.1, APEX1 inh 4%, Apoferritin bind -6%, ERG-DNA inh 1% and POLK inh -97%.
Cc1ccc(Cc2c(C)nc3nc(SCC(=O)NC4CCC(C)CC4)nn3c2C)cc1 (configuration not stated) was read as ALOX12 inh inconclusive, Pol iota inh 15%, BLM helicase inh -5%, Pol beta inh 6%, TRHR agonist -0.9, Apoferritin bind 28%, ERG-DNA inh 0% and POLK inh 2%[60.1 µM].
`Cc1cccc(-c2ncc(CN3CCN(C4CCCC4)C(CCO)C3)cn2)c1` (configuration not stated) gave ALOX12 inh 5%, Pol iota inh 39%[activator], BLM helicase inh -6%, Pol beta inh 1%, TRHR agonist 0.6, APEX1 inh 17%, Apoferritin bind -13%, ERG-DNA inh -3% and POLK inh 5%.
Screening CC(C)c1ccc(Nc2nnc(SCC(=O)Nc3ncc(S(=O)(=O)c4ccc([N+](=O)[O-])cc4)s3)s2)cc1 returned ALOX12 inh -7%, Pol iota inh 22%, BLM helicase inh -1%, Pol beta inh -1%, TRHR agonist 0.2, APEX1 inh -2%, Apoferritin bind -10%, ERG-DNA inh 7% and POLK inh 7%.
CCc1ccc(NC(=O)c2ccnc(C(C)(C)C)c2)cc1 was read as ALOX12 inh 16%, Pol iota inh 16%, BLM helicase inh -4%, Pol beta inh 7%, TRHR agonist -0.7, APEX1 inh -1%, Apoferritin bind -18%, ERG-DNA inh 2% and POLK inh -11%.

Screens as filed in PubChem BioAssay.
